NR5A2 inv ag: suppresses constitutive activity of human LRH-1; AID 602396; inhibition, % at 3.6 µM; HEK293T StAR-luciferase reporter, LRH-1 transfected, 24 h; O00482; hit rate 0.13% among 360,000;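 active = inhibition above the mean inhibition of all tested compounds plus 3 SD, cut at about 73% in these data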;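 note: 0% = DMSO wells and 100% = reporter-only cells lacking LRH-1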
SRC3 inh: inhibits human SRC3 coactivator; HEK293 GAL4-SRC3 luciferase reporter, luminescence; inhibition, % at 3.6 µM; hit rate 0.17% among 360,000; AID 588352;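 active = inhibition above a per-campaign cutoff, the mean of all compounds plus 3 SD, cut at about 60% in these data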;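 note: 0% = DMSO-treated cells and 100% = gossypol-treated cells at 36 µM; higher means less SRC3-driven luciferase light from the GAL4 reporter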
Target sequence (Q9Y6Q9 whole entry, looked up, the tested form may be a part): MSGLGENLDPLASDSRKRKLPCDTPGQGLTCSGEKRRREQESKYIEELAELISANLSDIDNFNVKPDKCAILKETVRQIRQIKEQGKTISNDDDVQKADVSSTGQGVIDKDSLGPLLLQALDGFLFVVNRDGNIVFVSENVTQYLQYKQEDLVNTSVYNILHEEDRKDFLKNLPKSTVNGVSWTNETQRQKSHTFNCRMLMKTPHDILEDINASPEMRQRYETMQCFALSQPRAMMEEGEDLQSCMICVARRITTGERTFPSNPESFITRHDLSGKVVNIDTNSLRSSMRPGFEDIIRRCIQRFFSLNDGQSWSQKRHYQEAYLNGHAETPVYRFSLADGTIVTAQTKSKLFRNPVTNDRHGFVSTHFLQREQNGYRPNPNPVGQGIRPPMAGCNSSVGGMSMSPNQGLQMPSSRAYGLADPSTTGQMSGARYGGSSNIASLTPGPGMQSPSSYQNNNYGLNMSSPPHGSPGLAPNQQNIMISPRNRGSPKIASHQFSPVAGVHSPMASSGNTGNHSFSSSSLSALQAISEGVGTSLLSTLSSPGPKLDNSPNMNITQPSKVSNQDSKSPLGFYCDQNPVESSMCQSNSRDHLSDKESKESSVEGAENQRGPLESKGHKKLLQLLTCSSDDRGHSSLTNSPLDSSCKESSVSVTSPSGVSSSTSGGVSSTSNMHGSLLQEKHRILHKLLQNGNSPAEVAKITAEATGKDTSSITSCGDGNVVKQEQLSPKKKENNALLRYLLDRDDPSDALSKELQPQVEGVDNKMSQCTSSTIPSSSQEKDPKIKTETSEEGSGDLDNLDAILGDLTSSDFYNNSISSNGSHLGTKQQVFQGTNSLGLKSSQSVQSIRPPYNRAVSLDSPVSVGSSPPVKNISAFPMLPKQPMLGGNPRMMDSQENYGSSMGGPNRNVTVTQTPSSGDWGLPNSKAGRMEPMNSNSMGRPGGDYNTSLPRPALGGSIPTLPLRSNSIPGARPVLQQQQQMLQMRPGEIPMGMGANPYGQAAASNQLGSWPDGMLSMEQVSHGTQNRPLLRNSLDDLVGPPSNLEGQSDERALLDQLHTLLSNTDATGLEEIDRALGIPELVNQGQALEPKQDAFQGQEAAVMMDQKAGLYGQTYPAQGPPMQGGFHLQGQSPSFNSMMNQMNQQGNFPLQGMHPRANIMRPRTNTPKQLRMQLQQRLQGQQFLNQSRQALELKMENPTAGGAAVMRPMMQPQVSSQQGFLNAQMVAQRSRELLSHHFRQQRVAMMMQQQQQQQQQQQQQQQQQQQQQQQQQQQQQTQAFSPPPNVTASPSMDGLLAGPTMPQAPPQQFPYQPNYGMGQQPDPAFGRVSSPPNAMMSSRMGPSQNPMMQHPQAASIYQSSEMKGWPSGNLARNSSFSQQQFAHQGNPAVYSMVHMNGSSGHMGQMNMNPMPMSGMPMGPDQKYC
NCOA1 inh: inhibitors of human steroid receptor coactivator 1 (SRC1); HEK293 GAL4-SRC1 luciferase reporter, luminescence; AID 588354; hit rate 0.12% among 360,000; Q15788; inhibition, % at 3.6 µM;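 active = inhibition above the campaign mean plus 3 SD, with each screening campaign given its own cutoff, cut at about 60% in these data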;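 note: 0% = DMSO treated cells and 100% = gossypol at 36 µM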
NOD2-RIPK2 inh: inhibitors of human NOD2-RIPK2 interaction; O43353; CHO BLA complementation NOD2-RIPK2, CCF4 ratio; inhibition, % at 4.98 µM; hit rate 0.38% among 360,000; AID 624267; in the data active = inhibition above about 21%;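 note: 0% = vehicle only and 100% = reference blocker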
C8 TRAIL sens: sensitizes caspase-8 expressing cells to TRAIL. NB7+C8 cells + TRAIL, ATPlite viability luminescence. inhibition (viability loss, TRAIL sensitization), % at 10 µM. hit rate 1% among 360,000;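 active = compounds causing at least 50% loss of cell viability in the single-dose screen, relative to plate controls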
TLR9-MyD88 inh: blocks human TLR9 binding to MyD88; AID 504734; inhibition, % at 4.98 µM; CHO BLA complementation TLR9-MyD88, CCF4 FRET ratio; Q9NR96+Q99836; hit rate 0.21% among 340,000;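 active = inhibition above the mean over all tested compounds plus 3 SD, cut at about 21% in these data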;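 note: 0% = DMSO only wells and 100% = clavulanate BLA inhibitor control wells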
TWEAK Fn14 block: TWEAK-Fn14 signaling inhibition; hit rate 2% among 360,000; inhibition, % at 10 µM; TWEAK-stimulated Fn14 reporter cells, luciferase luminescence, 8 h; in the data active = inhibition above about 50%
TROY NFkB inh: inhibitors of TROY-dependent NF-kB signaling. Q293 LMP1-TROYcd NF-kB luciferase reporter, 4 h. inhibition, % at 10 µM. hit rate 0.98% among 360,000. AID 1347056;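 active = compounds whose plate-normalised and pattern-corrected inhibition of the luciferase reporter signal at the single screening dose is 50% or more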
LMP1 NFkB inh: inhibitors of Epstein-Barr LMP1-induced NF-kappaB reporter; LMP1-induced NF-kappaB luciferase reporter cells, luminescence; inhibition, % at 12.5 µM; hit rate 0.69% among 350,000; AID 504558; in the data active = inhibition above about 41%;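 note: 0% = neutral control wells and 100% = reference inhibitor control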
COUP-TFII inh: NR2F2 (human) inhibition, primary screen. P24468. HEK293T NGFI-A luciferase reporter, luminescence. hit rate 0.7% among 370,000. inhibition, % at 8.6 µM;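 active = inhibition above a per-plate cutoff, mean inhibition of test wells between control levels plus 3 SD, cut at about 38% in these data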;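 note: cells cotransfected with COUP-TFII expression vector driving the NGFI-A reporter; 0% = median of COUP-TF2 test wells and 100% = reporter-only cells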
NCOA2 inhibitor: inhibits human steroid receptor coactivator 2 | Q15596 | HEK293 GAL4-SRC2 luciferase reporter, luminescence | inhibition, % at 9 µM | hit rate 0.17% among 370,000 | AID 651957;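 active = inhibition above the mean inhibition of all tested compounds plus 3 SD, set per campaign, cut at about 52% in these data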;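 note: 0% = DMSO treated cells and 100% = cells given Gossypol at 36 µM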
An asterisk follows results filed as active. The list is partial; count on the stated rates, not on these rows.

Screening O=c1cc(-c2cccnc2)oc2c1ccc1ccccc12 returned NR5A2 inv ag 0, SRC3 inh 29, NCOA1 inh 21, NOD2-RIPK2 inh -13, C8 TRAIL sens -9, TWEAK Fn14 block -2, TROY NFkB inh -43, COUP-TFII inh 8 and NCOA2 inhibitor 11.
CCn1cc(S(=O)(=O)Nc2ccc(C)c(Cl)c2)cn1 was read as NR5A2 inv ag 11, SRC3 inh 9, NCOA1 inh -10, NOD2-RIPK2 inh -6, C8 TRAIL sens 13, TLR9-MyD88 inh -6, TWEAK Fn14 block -2, TROY NFkB inh 3, LMP1 NFkB inh 2, COUP-TFII inh -3 and NCOA2 inhibitor -1.
For Cc1ccc(S(=O)(=O)N2CCC(=O)N(C(COCc3cccc(Cl)c3)C(C)C)CC2)cc1 (centres undefined) the results were NR5A2 inv ag 8, SRC3 inh 11, NCOA1 inh -1, NOD2-RIPK2 inh -1, C8 TRAIL sens 7, TLR9-MyD88 inh -8, TWEAK Fn14 block -12, TROY NFkB inh -17, LMP1 NFkB inh -1, COUP-TFII inh -7 and NCOA2 inhibitor 10.
For Cc1cccc(NC(=O)c2ccccc2OCC(=O)N2CCOCC2)c1C the results were NR5A2 inv ag 7, SRC3 inh -2, NCOA1 inh 6, NOD2-RIPK2 inh -5, C8 TRAIL sens -20, TLR9-MyD88 inh 5, TWEAK Fn14 block 13, TROY NFkB inh -20, LMP1 NFkB inh 3, COUP-TFII inh 7 and NCOA2 inhibitor 14.
O=C(CC12CC3CC(CC(C3)C1)C2)N1CCOCC1 was read as NR5A2 inv ag -11, SRC3 inh 6, NCOA1 inh 5, NOD2-RIPK2 inh -9, C8 TRAIL sens 4, TLR9-MyD88 inh 4, TWEAK Fn14 block 21, TROY NFkB inh -2, LMP1 NFkB inh 1, COUP-TFII inh 10 and NCOA2 inhibitor -11.
CCN(CCCNC(=O)CNC(=O)Cn1cnc2ccccc2c1=O)c1ccccc1 was read as NR5A2 inv ag 3, SRC3 inh 1, NCOA1 inh -17, NOD2-RIPK2 inh 0, C8 TRAIL sens 2, TLR9-MyD88 inh -13, TWEAK Fn14 block 9, TROY NFkB inh -2, LMP1 NFkB inh -37, COUP-TFII inh 11 and NCOA2 inhibitor 10.
`Cc1cc(-c2nc3ccccc3o2)c2ccccc2n1` gave NR5A2 inv ag 38, SRC3 inh -6, NCOA1 inh -11, NOD2-RIPK2 inh -8, C8 TRAIL sens 18, TLR9-MyD88 inh -4, TWEAK Fn14 block -11, TROY NFkB inh -10, LMP1 NFkB inh 1, COUP-TFII inh -7 and NCOA2 inhibitor -36.
Screening CCCC1=C(C(=O)OCC)C(c2cccs2)C(C#N)=C(N)O1 (centres undefined) returned NR5A2 inv ag -9, SRC3 inh 0, NCOA1 inh 0, NOD2-RIPK2 inh -5, C8 TRAIL sens 11, TLR9-MyD88 inh 3, TWEAK Fn14 block 13, TROY NFkB inh 10, LMP1 NFkB inh 2, COUP-TFII inh 12 and NCOA2 inhibitor -16.
CC(C)=NOc1nc(N2CCOCC2)nc(N2CCOCC2)n1 was read as NR5A2 inv ag -4, SRC3 inh 13, NCOA1 inh -3, NOD2-RIPK2 inh -12, C8 TRAIL sens 16, TWEAK Fn14 block 1, TROY NFkB inh 4, COUP-TFII inh -16 and NCOA2 inhibitor 13.
For COc1cccc(C(=O)Nc2cccc(OCC(=O)O)c2)c1 the results were NR5A2 inv ag 4, SRC3 inh -1, NCOA1 inh -7, NOD2-RIPK2 inh 0, C8 TRAIL sens 16, TLR9-MyD88 inh -3, TWEAK Fn14 block -10, TROY NFkB inh -9 and LMP1 NFkB inh -6.
For O=C(CCN1CCN(C(c2ccccc2)c2ccccc2)CC1)N/N=C/c1ccc(O)cc1O the results were NR5A2 inv ag 10, SRC3 inh 29, NCOA1 inh 24, NOD2-RIPK2 inh 3, C8 TRAIL sens 8, TLR9-MyD88 inh -3, TWEAK Fn14 block 24, TROY NFkB inh 19, LMP1 NFkB inh 21, COUP-TFII inh 2 and NCOA2 inhibitor 15.
Screening Cc1cc(NC(=O)C(C)SCC(=O)OCc2c(Cl)cccc2Cl)no1 (centres undefined) returned NR5A2 inv ag 16, SRC3 inh -4, NCOA1 inh -21, NOD2-RIPK2 inh -8, C8 TRAIL sens -6, TLR9-MyD88 inh -6, TWEAK Fn14 block 13, TROY NFkB inh 4, LMP1 NFkB inh -3, COUP-TFII inh -17 and NCOA2 inhibitor -15.
For O=C(Cc1ccc(NC(=O)C2CCCN(C(=O)C3CCCCC3)C2)cc1)Nc1ccc(C(=O)N2CCOCC2)cc1 (centres undefined) the results were NR5A2 inv ag 20, SRC3 inh 6, NCOA1 inh 0, NOD2-RIPK2 inh -16, C8 TRAIL sens -7, TLR9-MyD88 inh -4, TWEAK Fn14 block -7, TROY NFkB inh 8, LMP1 NFkB inh -8, COUP-TFII inh 10 and NCOA2 inhibitor 6.
CCCc1[nH]n(-c2ccc([N+](=O)[O-])cc2)c(=O)c1C=NCCc1ccc(OC)c(OC)c1 was read as NR5A2 inv ag -20, SRC3 inh 1, NCOA1 inh 5, NOD2-RIPK2 inh 7, C8 TRAIL sens -1, TLR9-MyD88 inh -2, TWEAK Fn14 block -15, TROY NFkB inh -22, LMP1 NFkB inh 5, COUP-TFII inh 8 and NCOA2 inhibitor -22.
COc1ccc(CN2C[C@H](O)COC[C@@H]3O[C@H](CC(=O)NCc4ccncn4)CC[C@H]32)cc1 was read as NR5A2 inv ag 1, NOD2-RIPK2 inh -18, C8 TRAIL sens 10, COUP-TFII inh -9 and NCOA2 inhibitor -10.
Screening C[C@H](CO)N1C[C@H](C)[C@@H](CN(C)S(C)(=O)=O)Oc2c(NC(=O)Cc3ccccc3)cccc2C1=O returned NR5A2 inv ag -7, SRC3 inh -7, NCOA1 inh -4, NOD2-RIPK2 inh -2, C8 TRAIL sens -6, TLR9-MyD88 inh 6, TWEAK Fn14 block -15, TROY NFkB inh 6, LMP1 NFkB inh 1, COUP-TFII inh 9 and NCOA2 inhibitor 10.
COc1cccc(CC2(CO)CCN(S(=O)(=O)N(C)C)CC2)c1 was read as NR5A2 inv ag -3, SRC3 inh 0, NCOA1 inh -8, NOD2-RIPK2 inh -23, C8 TRAIL sens -3, TLR9-MyD88 inh 8, TWEAK Fn14 block -15, TROY NFkB inh 3, LMP1 NFkB inh 2, COUP-TFII inh 15 and NCOA2 inhibitor 11.
`CCCc1ccc(-c2c(C)sc(N)c2C#N)cc1` gave NR5A2 inv ag -10, SRC3 inh 0, NCOA1 inh -24, NOD2-RIPK2 inh 3, C8 TRAIL sens 9, TLR9-MyD88 inh 2, TWEAK Fn14 block 14, TROY NFkB inh 3, LMP1 NFkB inh -8, COUP-TFII inh -7 and NCOA2 inhibitor -9.
NC(=O)c1ccccc1Nc1nc(NCCO)nc(N2CCCC2)n1 was read as NR5A2 inv ag 12, SRC3 inh 29, NCOA1 inh -4, NOD2-RIPK2 inh -4, C8 TRAIL sens -14, TLR9-MyD88 inh -4, TWEAK Fn14 block -17, TROY NFkB inh -10, LMP1 NFkB inh 0, COUP-TFII inh -4 and NCOA2 inhibitor -8.
COC(=O)c1cccc(NC(=O)/C=C/c2cccc([N+](=O)[O-])c2)c1 was read as NR5A2 inv ag 12, SRC3 inh -31, NCOA1 inh -22, NOD2-RIPK2 inh -9, C8 TRAIL sens 15, TLR9-MyD88 inh 7, TWEAK Fn14 block 42, TROY NFkB inh 40, LMP1 NFkB inh 0, COUP-TFII inh -3 and NCOA2 inhibitor -35.
For N#CC1=C2SCN(Cc3ccco3)CN2C(=O)CC1c1ccc(Cl)cc1 (centres undefined) the results were NR5A2 inv ag -3, SRC3 inh -1, NCOA1 inh -8, NOD2-RIPK2 inh -5, C8 TRAIL sens -15, TLR9-MyD88 inh -6, TWEAK Fn14 block 7, TROY NFkB inh -9, LMP1 NFkB inh -9, COUP-TFII inh -9 and NCOA2 inhibitor -4.
CC(C)(CO)CNC(=O)CCc1nnc(Cc2ccc(-c3ccccc3)cc2)o1 was read as NR5A2 inv ag 12, SRC3 inh 4, NCOA1 inh -3, NOD2-RIPK2 inh -13, C8 TRAIL sens -3, TLR9-MyD88 inh 6, TWEAK Fn14 block 21, TROY NFkB inh 1, LMP1 NFkB inh 1, COUP-TFII inh 0 and NCOA2 inhibitor -42.
Screening O=C(NN(C(=O)c1ccccc1)c1ccccc1)c1ccccc1 returned NR5A2 inv ag -3, SRC3 inh 0, NCOA1 inh -25, NOD2-RIPK2 inh 1, C8 TRAIL sens 0, TLR9-MyD88 inh 7, TWEAK Fn14 block -7, TROY NFkB inh 3, LMP1 NFkB inh -12, COUP-TFII inh 7 and NCOA2 inhibitor -12.
`O=c1[nH]c2cc(S(=O)(=O)CCO)ccc2o1` gave NR5A2 inv ag 1, SRC3 inh -5, NCOA1 inh -6, NOD2-RIPK2 inh 3, C8 TRAIL sens 5, TLR9-MyD88 inh 3, TWEAK Fn14 block -10, TROY NFkB inh -5, LMP1 NFkB inh 0, COUP-TFII inh 2 and NCOA2 inhibitor 2.
CCN(C(=O)COC(=O)c1cc(-c2ccccc2)nc2ccc(Br)cc12)C1CCS(=O)(=O)C1 (centres undefined) was read as NR5A2 inv ag -5, SRC3 inh 4, NCOA1 inh 3, NOD2-RIPK2 inh -16, C8 TRAIL sens -11, TLR9-MyD88 inh 1, TWEAK Fn14 block -7, TROY NFkB inh -13, LMP1 NFkB inh -4, COUP-TFII inh -13 and NCOA2 inhibitor -3.
CN1C[C@@H]2C(c3ccc(Cl)nc3)C3(c4cccnc4)CC2(C3)[C@H]1c1ccccc1 (some centres undefined) was read as NR5A2 inv ag -2, SRC3 inh -21, NCOA1 inh 4, NOD2-RIPK2 inh 4, C8 TRAIL sens 1, TLR9-MyD88 inh -4, TWEAK Fn14 block -5, TROY NFkB inh 6, LMP1 NFkB inh 3, COUP-TFII inh -1 and NCOA2 inhibitor -4.
`Clc1ccccc1Cn1nnc2c(N3CCCC3)ncnc21` gave NR5A2 inv ag -9, SRC3 inh 4, NCOA1 inh 2, NOD2-RIPK2 inh -8, C8 TRAIL sens 1, TLR9-MyD88 inh 8, TWEAK Fn14 block -20, TROY NFkB inh -5, LMP1 NFkB inh -11, COUP-TFII inh 10 and NCOA2 inhibitor 10.
For C=CCn1c(C)cc(-c2csc(N)n2)c1C the results were NR5A2 inv ag 8, SRC3 inh 25, NCOA1 inh -9, NOD2-RIPK2 inh -4, C8 TRAIL sens 8, TLR9-MyD88 inh 3, TWEAK Fn14 block -18, TROY NFkB inh -2, LMP1 NFkB inh -6, COUP-TFII inh 0 and NCOA2 inhibitor 11.
`Cc1ccc(NC(=O)CS(=O)CC(=O)Nc2ccc3c(c2)OCO3)cc1Cl` (centres undefined) gave NR5A2 inv ag 13, SRC3 inh -1, NCOA1 inh -16, NOD2-RIPK2 inh -1, C8 TRAIL sens 4, TLR9-MyD88 inh -7, TWEAK Fn14 block 1, TROY NFkB inh -33, LMP1 NFkB inh 3, COUP-TFII inh 1 and NCOA2 inhibitor -20.
